# Bioassay records from PubChem BioAssay.
# AmpC inh detg: AmpC beta-lactamase inhibition with detergent present | Potency, µM (highest dose often 114 µM), without a hit: at the highest dose activity change, negative = inhibition, usual class: inhibitors | 370,000 tested, 0.041% active | AmpC hydrolysis of nitrocefin, absorbance 480 nm, 0.01% Triton | P00811 | AID 485294;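 also: potency is read from the fitted curve at half-maximal effect; 0% = no-compound wells and -100% = no-enzyme wells; nearly all actives have a fitted effect of over 25% in size; some results filed as inactive show a strong effect at the top dose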
# Target sequence (P00811 whole entry, looked up): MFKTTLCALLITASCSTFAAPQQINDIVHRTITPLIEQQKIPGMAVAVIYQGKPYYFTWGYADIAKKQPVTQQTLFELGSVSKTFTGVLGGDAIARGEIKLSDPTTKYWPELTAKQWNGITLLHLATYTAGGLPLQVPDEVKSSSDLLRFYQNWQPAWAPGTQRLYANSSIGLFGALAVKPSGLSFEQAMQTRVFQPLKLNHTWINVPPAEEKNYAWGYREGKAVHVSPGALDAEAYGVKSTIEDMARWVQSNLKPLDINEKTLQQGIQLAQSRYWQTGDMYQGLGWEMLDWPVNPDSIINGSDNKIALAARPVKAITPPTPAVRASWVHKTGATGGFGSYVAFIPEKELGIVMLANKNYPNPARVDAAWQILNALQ
#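 20 mM phosphate pH 7.0 + 0.01% (detergent screen) or 0.0001% Triton X-100; 5.3 nM AmpC reagent; cpd preinc 15 min RT; nitrocefin (800 uM stock) to start; A480 q20 s × 4 min; Activity was normalised to no-enzyme and no-compound control wells.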
# Sm TGR block: blocks Schistosoma mansoni thioredoxin glutathione reductase | Q962Y6 | purified TGR, DTNB reduction, TNB absorbance 405 nm | Potency, µM (top dose mostly 114 µM), inactives show at the highest dose activity change, negative = inhibition, actives largely listed as inhibitors | 360,000 tested, 3% active | AID 485364; also: potency is read from the fitted curve at half-maximal effect; nearly all actives have a fitted effect of over 60% in size
#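 TGR 20 nM + NADPH 100 uM (dispensed conc.), cpd preinc 15 min RT; start with NADPH (500 uM addition) then DTNB (15 mM addition). Kinetic TNB absorbance, 405 nm filter. Four-parameter Hill fit across titration.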
# FBPA Giardia inh: Giardia lamblia aldolase inhibition | A8B2U2 | 290,000 tested, 0.71% active | Potency, µM (series often up to 59.6 µM), for the others: top-dose activity, negative = inhibition, actives largely listed as inhibitors | purified Giardia FBPA; also: potency is read from the fitted curve at half-maximal effect; nearly all actives have a fitted effect of over 55% in size
# Target sequence (A8B2U2 whole entry, looked up): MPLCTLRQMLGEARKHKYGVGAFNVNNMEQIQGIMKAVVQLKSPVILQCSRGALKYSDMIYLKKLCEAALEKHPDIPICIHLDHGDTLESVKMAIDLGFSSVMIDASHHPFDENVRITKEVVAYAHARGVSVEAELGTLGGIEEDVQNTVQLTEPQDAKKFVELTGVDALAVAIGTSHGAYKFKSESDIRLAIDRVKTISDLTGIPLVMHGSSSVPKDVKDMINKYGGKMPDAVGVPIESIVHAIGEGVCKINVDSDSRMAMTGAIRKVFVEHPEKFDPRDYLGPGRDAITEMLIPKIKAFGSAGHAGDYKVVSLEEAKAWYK
#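 Giardia FBPA (40 nM reagent) was preincubated 10 min at RT with compound (up to 57.5 uM final), then substrate plus GAPDH/TPI/NAD/arsenate coupling system with diaphorase/resazurin was added; resorufin fluorescence (525/598 nm) was read after 20 min.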
# HCV inh: inhibitors of hepatitis C virus infection; Huh7.5.1 HCVcc-Cre infection, luciferase reporter, 44 h; Potency, µM (top dose mostly 41.8 µM), without a hit: at the highest dose activity change, negative = inhibition, most hits filed as inhibitors; 340,000 tested, 3.4% active; AID 651820; also: potency is read from the fitted curve at half-maximal effect
#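 Cells (1,000/well) were plated 4 h before compound, then infected with HCVcc-Cre virus (~0.5 moi). After 44 h further culture, infection was read as luciferase luminescence following a 15 min substrate incubation at room temperature.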
# HCMV antiviral: inhibitors of human cytomegalovirus; activity change, negative = inhibition, % at 57.5 µM; HFF cells, HCMV-luciferase reporter, 72 h; stronger effect = lower value; 410,000 tested, 4.5% active; in the data active = activity change below about -60%; inconclusive = no clear call, values can overlap the other calls; inactive = above about -39%
#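 HFF cells seeded 16 h at 37C, treated with compounds, infected with luciferase-reporter HCMV at MOI 1 PFU/cell; luciferase read at 72 h post infection, normalized to buffer-only and Salinomycin controls.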
# AMA1 RON2 block: inhibitors of Plasmodium falciparum AMA1-RON2 interaction; AlphaScreen AMA1-biotinylated RON2 peptide binding; Potency, µM (titrated, usually from 58.2 µM), inactives show top-dose activity change, negative = inhibition, usual class: inhibitors; 360,000 tested, 0.2% active; AID 720542;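 also: potency is read from the fitted curve at half-maximal effect; 0% = vehicle wells and -100% = peptide control; nearly all actives have a fitted effect of over 45% in size; some results filed as inactive show a strong effect at the top dose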
#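 AMA1 (3D7) with his tag at 25 nM final met compounds first, then biotinylated RON2 peptide at 25 nM; detection used donor plus acceptor beads, 10 µg/mL apiece, read by AlphaScreen after 30 min at room temperature.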
# Starred values were filed as active, the others as inactive; ? = inconclusive; nt = no result given; & = joins results of further samples; [ ] = remark or other dose. Unless noted, calls follow the shape of the dose curve; as a rule, active = well fitted curve in the direction sought with a large enough effect; inconclusive = small, poorly fitted or top-dose-only effect, or another doubt; inactive = no such curve, though single readings can be large; an effect the other way counts as inactive or inconclusive. Unless noted, % is scaled to controls: 0 for no effect and ±100 for the full control effect. Random draw from the library; any-hit rate near 9.3%.
SMILES,AmpC inh detg,Sm TGR block,FBPA Giardia inh,HCV inh,HCMV antiviral,AMA1 RON2 block
Cc1ccccc1NC(=O)CSc1nc2cc3c(cc2cc1C)CCC3,0%,0%,0%,?,-5,-4%
O=C(NNc1cc(Cl)cc(Cl)c1)c1c(F)cccc1Cl,-4%,6%,-7%,-28%,-69*,-6%
O=C(c1ccccc1)c1nn(-c2cccc(Cl)c2)ccc1=O,4%,3%,2%,-8%,10,3%
CN(c1ccccc1C(=O)Nc1cccc([N+](=O)[O-])c1)S(C)(=O)=O,-8%,-14%,0%,-2%,-35,15%
CCc1noc(C)c1C(=O)N1CCCC(CCC(=O)NCc2ccc(F)c(F)c2)C1 (configuration not stated),5%,4%,1%,-7%,35,-13%
COC(=O)Cc1c(C)c2ccc(OC3CCCCC3=O)cc2oc1=O (configuration not stated),-2%,67%[activator],-2%,-24%,12,5%
O=C1Cc2cc(NS(=O)(=O)c3ccc(F)cc3)cc3c2N1CCC3,-10%,-21%,nt,-11%,36,-5%
O=C(c1ccc(Br)o1)N(c1ccc(Br)cc1)C1C=CS(=O)(=O)C1 (configuration not stated),0%,-3%,9%,-2%,nt,-5%
CC(=O)c1ccc(NC(=O)Nc2ccc(Br)cc2C)cc1,7%,nt,-4%,-16%,?,0%
COc1ccc(NC(=S)Nc2nc(CC(=O)Nc3ccccc3OC)cs2)cc1,?,?,2%,32µM*,?,54%[activator]
COc1ccc(CCN(Cc2cccs2)S(=O)(=O)c2ccc(-n3cnnn3)c(OC)c2)cc1OC,?,1%,0%,nt,-20,6%
O=C(Nc1ccc(S(=O)(=O)N2CCOCC2)cc1)c1ccc(F)cc1,?,-4%,3%,-3%,-9,-1%
Cc1ccc2nc3c(cc(C#N)c(=N)n3Cc3cccnc3)c(=O)n2c1,-1%,0%[57.1 µM],2%,nt,nt,nt
Cc1ccc(C(=O)O)cc1NC1(c2ccccc2)C(=O)c2ccccc2C1=O,10%,11%,nt,nt,13,nt
O=C(COc1ccc2c3c(c(=O)oc2c1)CCC3)N[C@@H](Cc1ccccc1)C(=O)O,?,5%,19%,?,17,3%
COc1cccc(-c2nc3c(C#N)c[nH]n3c2NC2CCCCC2)c1OC,-3%,7%,nt,nt,-6,nt
CS(=O)(=O)N1CCN(c2ccc([N+](=O)[O-])c(SCc3ccco3)c2)CC1,14%,-25%,-1%,-19%,11,-6%
CCCCN(CC)CCNC(=O)Cn1cnc2sc(C)c(S(=O)(=O)N3CCC(C)CC3)c2c1=O,?,0%&7%,-6%,-5%,-11&-14,-4%
COc1ccccc1NC(=O)C1=C(C)Nc2nc(SCc3ccccc3)nn2C1c1ccncc1 (configuration not stated),5%,1%,nt,nt,-2,nt
CCOC(=O)CCNc1n[nH]c(=O)[nH]c1=O,3%,5%,0%,2%,-19,-4%
CCCCN(CCCC)CCNC(=O)CN1C(=O)CSc2ccc(S(=O)(=O)N3CCCCC3)cc21,-2%&-8%,7%&-8%,-1%,?,?,3%
Cc1ccc(-c2nnc(NCc3nc4ccccc4[nH]3)c3ccccc23)cc1S(=O)(=O)N1CCCCC1,-14%,0%,-6%,?,-37,26%
CCCCn1cnc2c(SCc3ccccn3)nc(N)nc21,nt,nt,nt,4%,-19,-4%
COc1ccc(C(=O)NCC(=O)N/N=C/C=C/c2ccccc2)cc1OC,-5%,-14%,0%,-7%,?,11%
O=C(Nc1ccc(F)cc1F)c1ccc2c(c1)OCCO2,?,3%,4%,10%,-4,3%
C=CCn1c(N)c(S(=O)(=O)c2cccs2)c2nc3ccccc3nc21,3%,-7%,?,-7%,nt,-7%
CCCC[C@@H]1CNC(=O)C(=O)N1CCc1cc(C(F)(F)F)cc(C(F)(F)F)c1,1%,11%,5%,-4%,16,-9%
COc1ccc(Nc2nc(N)nc(CN3CCC(C)CC3)n2)cc1,-1%,45%[activator],2%,0%,-91*,21%
OCC#CC[N+]1(CC#Cc2ccccc2)CCOCC1,-2%,?,8%,14%,7,2%
CN(C)C1=NCCN1CC1CCCCCC1,-8%,-5%,nt,-6%,47,8%

# Look-ups from the entries so far:
# Entry for `O=C(Nc1ccc(F)cc1F)c1ccc2c(c1)OCCO2` in AMA1 RON2 block: 3%
# Entry for `CN(C)C1=NCCN1CC1CCCCCC1` in AmpC inh detg: -8%
# Entry for `COc1ccc(C(=O)NCC(=O)N/N=C/C=C/c2ccccc2)cc1OC` in HCV inh: -7%
# Entry for `CCCC[C@@H]1CNC(=O)C(=O)N1CCc1cc(C(F)(F)F)cc(C(F)(F)F)c1` in Sm TGR block: 11%

# Gathered by group: the entries above with bromine
SMILES,AmpC inh detg,Sm TGR block,FBPA Giardia inh,HCV inh,HCMV antiviral,AMA1 RON2 block
O=C(c1ccc(Br)o1)N(c1ccc(Br)cc1)C1C=CS(=O)(=O)C1 (configuration not stated),0%,-3%,9%,-2%,nt,-5%
CC(=O)c1ccc(NC(=O)Nc2ccc(Br)cc2C)cc1,7%,nt,-4%,-16%,?,0%

# More compounds.
SMILES,AmpC inh detg,Sm TGR block,FBPA Giardia inh,HCV inh,HCMV antiviral,AMA1 RON2 block
Cc1nc(S(=O)(=O)Nc2ccccc2C(=O)NCC2CC2)cn1C,1%,9%,-3%,19%,-16,-11%
CC(C)CNC(=O)c1c(-c2ccccc2)c(-c2ccccc2)nn(C)c1=O,16%,7%,nt,nt,-16,nt
Cn1c(NCC(O)c2ccccc2)nc2c1c(=O)n(Cc1ccc(Cl)c(Cl)c1)c(=O)n2C (configuration not stated),nt,nt,nt,?,?,-7%
COc1ccc(C(=O)NCCNc2nc3c(C)cccc3cc2C#N)cc1OC,-12%,6%,0%,?,1,6%
CCCn1c(SCC(=O)NC2CCCC(C)C2C)n[nH]c1=O (configuration not stated),?,-26%,6%,-10%,-23,4%
CC1(C)CC(=O)C(CS(=O)(=O)c2ccccc2)=C(O)C1,?,1µM*,nt,0%,24,-1%
Cn1c(C(=O)O)c(CC(=O)N2CCN(Cc3ccccc3)CC2)c2ccccc21,?,?,6%,22%,-30,-5%
COc1ccc(-c2ccc([C@H]3[C@H]4C=CC[C@@H](C)[C@@H]4C(=O)N3Cc3ccccc3)c(F)c2)cc1OC,-5%,-19%,-3%,-17%[8.37 µM],4,-8%
CC1CCC2(CC1)NC(=O)N(CC(=O)c1cn(CCC#N)c3ccccc13)C2=O (configuration not stated),5%,4%,0%,8%,-11,0%
CCCc1nc2ccccc2n1Cc1ccccc1OC,1%,0%,10%,?,?,-6%
CC(C)(C)C(=O)N1CCN(c2ncnc3scc(-c4ccccc4)c23)CC1,-14%,-4%,4%,?,-70*,-9%
CCOc1ccc(Cc2nnc(N)s2)cc1OCC,-19%,1%,0%,6%,27,-4%
COc1cc2cc(c1Cl)N(C)C(=O)CC(OC(=O)C(C)N(C)C(C)=O)C1(C)OC1C(C)C1CC(O)(NC(=O)O1)C(OC)C=CC=C(C)C2 (configuration not stated),nt,nt,nt,?,-80*,0%
CCc1ccccc1N(CC(=O)N1CCCCC1)S(=O)(=O)c1ccccc1,3%,3%,3%,15%,?,9%
O=C(Nc1ccc(C(=O)O)cc1)/C(=C/c1ccc2c(c1)OCO2)NC(=O)c1cccc(Br)c1,-17%,-9%,11%,-1%,-11,-13%
CC(=O)Nc1ccc(OCCOc2ccccc2C(C)=O)cc1,?,-10%,3%,-12%,-12,12%
S=c1[nH]cc(-c2ccc(Cl)cc2)n1Cc1ccccc1,7%,10%,7%,12%,-24,70%[activator]
Cn1c2c(c(=O)n(C)c1=O)CN(CC1CCCO1)CN2 (configuration not stated),?,16%,-2%,13%,69,0%
CCc1ccccc1NC(=O)N1C[C@H]2C[C@@H](C1)c1cccc(=O)n1C2,?,-7%,11%,-10%,13,-12%
CCOc1ccc(OCCC(=O)N(CCC2=CCCCC2)c2c(N)n(Cc3ccccc3)c(=O)[nH]c2=O)cc1,0%,-4%,nt,?,-30,-13%
CCOC(=O)COn1c(=O)c(=O)n(O)c2ccccc21,?,-24%,-9%,6%,15,-10%
Cc1cc(=O)n(Cc2ccc(F)cc2Cl)c2c1c(C)nn2C,?,-2%,nt,nt,-5,nt
C=CCOc1ccc(C2/C(=C(\O)c3ccc(F)cc3)C(=O)C(=O)N2CCCN(C)C)cc1 (configuration not stated),-11%,?,8%,16%,33,14%
CCN(CC)C(=O)Cn1cc(C(=O)C(=O)Nc2ccc3c(c2)OCCO3)c2ccccc21,-2%,13%,-11%,?,67,-8%
CCCCN(C)CCCNC(=O)C1CCC(CNS(=O)(=O)c2c(C)cc(C)cc2C)CC1 (configuration not stated),-6%,-19%,-4%,-25%,-21,5%
Brc1ccc(-c2cn3c(n2)SCC3)cc1,-9%,nt,-3%,?,?,-11%

# Whole records, quoted from the list. Order of screens: AmpC inh detg	Sm TGR block	FBPA Giardia inh	HCV inh	HCMV antiviral	AMA1 RON2 block
# Results for `CCCCN(C)CCCNC(=O)C1CCC(CNS(=O)(=O)c2c(C)cc(C)cc2C)CC1` (configuration not stated) : -6%	-19%	-4%	-25%	-21	5%
# Results for `CCOC(=O)COn1c(=O)c(=O)n(O)c2ccccc21` : ?	-24%	-9%	6%	15	-10%
# Results for `CCN(CC)C(=O)Cn1cc(C(=O)C(=O)Nc2ccc3c(c2)OCCO3)c2ccccc21` : -2%	13%	-11%	?	67	-8%
# Results for `C=CCOc1ccc(C2/C(=C(\O)c3ccc(F)cc3)C(=O)C(=O)N2CCCN(C)C)cc1` (configuration not stated) : -11%	?	8%	16%	33	14%

# Some entries already given, reduced to Sm TGR block and AMA1 RON2 block.
Structure | Sm TGR block | AMA1 RON2 block
Cc1cc(=O)n(Cc2ccc(F)cc2Cl)c2c1c(C)nn2C | -2% | nt
C=CCOc1ccc(C2/C(=C(\O)c3ccc(F)cc3)C(=O)C(=O)N2CCCN(C)C)cc1 (configuration not stated) | ? | 14%
CCN(CC)C(=O)Cn1cc(C(=O)C(=O)Nc2ccc3c(c2)OCCO3)c2ccccc21 | 13% | -8%
CCCCN(C)CCCNC(=O)C1CCC(CNS(=O)(=O)c2c(C)cc(C)cc2C)CC1 (configuration not stated) | -19% | 5%
